From PubChem
FLuc act counter: affects firefly luciferase, flagging false hits in luciferase stimulation screens; P08659; ATPlite luciferase biochemical, luminescence, 10 min; 0 = ATP-free wells, 1 = DMSO control; activation factor at 10 µM; 200,000 tested, under 10 active; AID 1027;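 active = luciferase activation factor, scaled between plate controls, of at least 2 with compound at 10 µM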
Target sequence (P08659 whole entry, looked up): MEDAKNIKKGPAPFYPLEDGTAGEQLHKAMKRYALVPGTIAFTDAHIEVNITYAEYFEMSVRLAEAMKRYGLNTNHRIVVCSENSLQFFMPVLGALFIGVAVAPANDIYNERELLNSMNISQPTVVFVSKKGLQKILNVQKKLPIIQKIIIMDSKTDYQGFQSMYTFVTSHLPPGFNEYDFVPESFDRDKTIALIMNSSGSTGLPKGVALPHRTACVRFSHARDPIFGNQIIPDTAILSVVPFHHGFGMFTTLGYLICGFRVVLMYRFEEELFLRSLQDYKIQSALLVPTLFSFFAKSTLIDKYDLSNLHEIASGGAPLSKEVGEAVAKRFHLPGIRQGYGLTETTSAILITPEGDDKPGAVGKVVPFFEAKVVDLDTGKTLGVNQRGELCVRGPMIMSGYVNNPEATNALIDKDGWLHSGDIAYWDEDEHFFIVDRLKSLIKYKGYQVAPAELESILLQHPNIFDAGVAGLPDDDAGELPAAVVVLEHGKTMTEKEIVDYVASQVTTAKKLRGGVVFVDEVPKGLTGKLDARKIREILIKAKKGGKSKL
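Assay system: Luciferase/luciferin reagent mix; Medium: PBS as buffer for the ATP substrate; Dosing: test compounds dosed from 2 mM stocks in 100% DMSO; Times: 10 min, room temperature; Signal: luminescence from luciferase reaction; Read-out: luciferase activation; Controls: No-ATP low control, compound-free enzyme-plus-ATP high control.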
TNAP act hiacc: activators of human TNAP at high phosphate acceptor concentration; P05186; purified TNAP, CDP-star luminescence, 1 M DEA, 30 min; stronger effect = higher value; 0 = EDTA background, 1 = DMSO-only activity; activation factor at 20 µM; 200,000 tested, under 10 active;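 active = activation factor at least 2 at 20 µM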
Target sequence (P05186 whole entry, looked up): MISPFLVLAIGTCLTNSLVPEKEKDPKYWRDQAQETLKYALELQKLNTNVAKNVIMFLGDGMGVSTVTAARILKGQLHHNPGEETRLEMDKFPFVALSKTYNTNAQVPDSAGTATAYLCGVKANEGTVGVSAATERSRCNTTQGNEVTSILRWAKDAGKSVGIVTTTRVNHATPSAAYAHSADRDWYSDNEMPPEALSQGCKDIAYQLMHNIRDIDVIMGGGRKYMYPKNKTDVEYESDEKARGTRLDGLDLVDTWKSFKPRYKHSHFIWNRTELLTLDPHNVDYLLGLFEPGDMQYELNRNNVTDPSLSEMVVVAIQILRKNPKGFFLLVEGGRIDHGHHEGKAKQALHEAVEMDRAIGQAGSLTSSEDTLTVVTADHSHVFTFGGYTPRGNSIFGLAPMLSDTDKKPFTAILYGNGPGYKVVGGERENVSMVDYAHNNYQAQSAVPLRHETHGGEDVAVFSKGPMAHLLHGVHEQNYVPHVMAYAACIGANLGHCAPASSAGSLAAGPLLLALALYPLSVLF
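system = human TNAP | amount = enzyme diluted 1/800 final | reagent = 100 µM CDP-star substrate | signal = luminescent substrate turnover signal | dosing = one dose, 20 µM | benchmarks = EDTA negative control, DMSO positive control | measure = activation factor | timing = 30 min reaction, room temperature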
TNAP inh noacc: inhibitors of human TNAP without phosphate acceptor; P05186; purified TNAP, CDP-star luminescence, 30 min; inhibition, % at 20 µM; 200,000 tested, 0.26% active; AID 1012;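 active = tissue-nonspecific alkaline phosphatase inhibition above about 50% at 20 µM in the single-dose screen, limit read from the data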;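 note: 0% = DMSO negative control and 100% = EDTA positive control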
G6PDH counter: L. mesenteroides G6PDH inhibition counter-screen | Purified L. mesenteroides G6PDH, diaphorase/resazurin coupled fluorescence, 45 min | inhibition, % at 5 µM | AID 1020 | 200,000 tested, 0.12% active; in the data active = inhibition above about 50%
Diaphorase act: diaphorase activation or chemical reduction counter-screen; Diaphorase/resazurin coupled assay, resorufin fluorescence, 16 min; stronger effect = higher value; 1 = vehicle wells, 0 = NADH-free wells; activation factor at 20 µM; 190,000 tested, 0.005% active; AID 1229;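 active = diaphorase activity raised at least twofold by the compound at 20 µM; inactive = activation factor below 2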
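test system = bacterial diaphorase enzyme (C. kluyveri) | quantity = enzyme 0.07 U/mL final | reagent = NADH substrate 0.114 mM plus resazurin dye 0.1 mM, final | incubation = 16 min enzyme reaction, ambient temperature | buffer or medium = HEPES pH 7.4 buffer with MgCl2 and Tween 20 | signal = fluorescence of resorufin, 544 nm excitation, 590 nm emission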
Efa HMGR inh: E. faecalis class II HMG-CoA reductase inhibition | purified E. faecalis HMGR, NADPH absorbance 340 nm kinetic | inhibition, % at 10 µM | 190,000 tested, 0.41% active;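 active = inhibition above a set limit, the median over all tested compounds plus 3 SD, cut at about 9.5% in these data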;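 note: enzyme runs in reverse so mevalonate oxidation gives rising NADPH absorbance; 0% = complete reaction with DMSO and 100% = background rate lacking mevalonate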
PMI activator: activators of human phosphomannose isomerase; P34949; 190,000 tested, 0.005% active; activation factor at 20 µM; purified human PMI, coupled resazurin fluorescence, 20 min; stronger effect = higher value; 1 = vehicle control, 0 substrate-free wells;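 active = activation factor of 2 or more at 20 µM, relative to plate controls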
Diaph inh CS: counter-screen for diaphorase-based assays: diaphorase inhibitors and chemical oxidizers | AID 1217 | diaphorase resazurin-to-resorufin fluorescence, NADH, 16 min; bacterial (C. kluyveri) enzyme, not human | inhibition, % at 20 µM | 190,000 tested, 0.69% active;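 active = primary screen inhibition at 20 µM above a set limit, cut at about 50% in these data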;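 note: plate controls were DMSO with full reaction for no effect and wells lacking NADH for full effect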
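System: Bacterial diaphorase enzyme (C. kluyveri) | Incubation: 16-min room-temperature incubation before reading | Benchmarks: No-NADH positive control and DMSO neutral control | Measured by: Resorufin fluorescence 544/590 nm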
PMI act hi M6P: increases human PMI activity with near-saturating mannose 6-phosphate. P34949. coupled PMI enzyme assay, resazurin fluorescence, 20 min; stronger effect = higher value; 1 = untreated enzyme, 0 = substrate-free blank. activation factor at 20 µM. 190,000 tested, 0.34% active;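 active = activation factor of 2 or more at 20 µM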
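Material: human phosphomannose isomerase with PGI, G6PDH, diaphorase coupling enzymes / Reagent: Man-6-P substrate 1.0 mM / Dosing: single compound dose of 20 µM, 1% DMSO final / Incubation: enzyme reaction with compound 20 min at room temperature / Signal: resorufin fluorescence (Ex 544/Em 590 nm) from resazurin via diaphorase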
TNAP inh hiacc: inhibitors of human TNAP at high phosphate acceptor concentration. 200,000 tested, 0.03% active. inhibition, % at 20 µM. purified TNAP, CDP-star luminescence, 1 M DEA. P05186. AID 1135;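 active = over 50% inhibition of tissue-nonspecific alkaline phosphatase at 20 µM in the single-dose screen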;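 note: plate controls were DMSO wells for no effect and EDTA-quenched wells as full inhibition for full effect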
* hit, by the source's call; . = not tested or not shown. Hits appear at their usual frequency; any-hit rate near 1.7%.

Preview:
SMILES	FLuc act counter	TNAP act hiacc	TNAP inh noacc	G6PDH counter	Diaphorase act	Efa HMGR inh	PMI activator	Diaph inh CS	PMI act hi M6P	TNAP inh hiacc
CC(=O)C1=C(C)NC(SCC(=O)c2ccc(F)cc2)=C(C#N)C1c1ccco1 (stereo not drawn)	1	0.9	3	8	0.5	-5	1.1	45	1.1	6
CN1/C(=C/C(=O)c2ccc(Cl)cc2)Sc2cc3c(cc21)OCO3	0.9	1	0	-13	1	-3	0.9	-3	1	-4
Nn1c(SCCOc2ccc(Cl)cc2)nnc1-c1cccnc1	1.1	1	0	9	0.9	3	1	8	0.9	-1
CNC(=S)NN(C)c1nc(C)cc(C)n1	1	1	-5	4	1	-3	1	-1	1	-1

The list itself (from the top)
SMILES	FLuc act counter	TNAP act hiacc	TNAP inh noacc	G6PDH counter	Diaphorase act	Efa HMGR inh	PMI activator	Diaph inh CS	PMI act hi M6P	TNAP inh hiacc
CC(=O)C1=C(C)NC(SCC(=O)c2ccc(F)cc2)=C(C#N)C1c1ccco1 (stereo not drawn)	1	0.9	3	8	0.5	-5	1.1	45	1.1	6
CN1/C(=C/C(=O)c2ccc(Cl)cc2)Sc2cc3c(cc21)OCO3	0.9	1	0	-13	1	-3	0.9	-3	1	-4
Nn1c(SCCOc2ccc(Cl)cc2)nnc1-c1cccnc1	1.1	1	0	9	0.9	3	1	8	0.9	-1
CNC(=S)NN(C)c1nc(C)cc(C)n1	1	1	-5	4	1	-3	1	-1	1	-1
COc1ccccc1NC(=O)Cc1nn(C)c(=O)c2ccccc12	1.1	1	-12	-10	0.9	-1	1	6	1	-3
O=C(O)c1ccc(N=NN2CCCCC2)cc1	1	1	-5	17	.	2	.	.	.	-4
O=C(N[C@@H](Cc1c[nH]c2ccccc12)C(=O)O)c1ccc(Cl)cc1	1	1	-8	7	1	-7	1	-1	0.9	-2
COc1ccc(/C=C/C(=O)OCC(=O)Nc2ccc(Cl)cn2)cc1	1.1	1	-6	4	0.9	-4	1	12	1	-3
O=C(COc1ccccc1)NCC(=O)N/N=C/c1cc(Br)ccc1OCc1ccccc1	1	1	-2	2	0.8	-2	0.9	17	0.9	0
CC(=O)Nc1ccc(S(=O)(=O)Oc2cccc(/C=N/N=C3/NC(=O)C(CC(=O)O)S3)c2)cc1 (stereo not drawn)	1	1.1	-5	10	0.8	-5	0.9	16	0.9	-5
CNC(=O)c1cccn1-c1ccsc1C(=O)OC	1	1	8	1	1	-3	1.1	-1	1	-1
CCCN1CCCc2cc(CN)ccc21	1.1	1	-5	54*	0.7	-6	0.5	32	0.5	-3
COc1ccc(-c2nc(-c3ccc(Br)cc3)no2)c(OC)c1	0.7	1.1	-10	-3	0.9	1	0.9	10	1	-6
CC1=C(C)CC2C(=O)N(Cc3ccccc3)C(=O)C2C1 (stereo not drawn)	1.1	1	-1	9	0.9	0	1.1	8	1.1	-3
COc1ccc(-n2c(Cc3cccn3C)nnc2SCC(=O)N2CCOCC2)cc1	1.1	1	-5	-19	0.9	3	1.1	13	1.1	-2
COc1ccc(C(=O)NCCCc2nc3ccccc3n2Cc2cc(C)ccc2C)cc1OC	1.1	1.1	-12	8	0.7	-3	0.9	33	0.9	-5
CSc1ncccc1C(=O)OCn1nnc2ccccc2c1=O	1	1	-1	3	0.9	-11	0.9	6	0.9	0
O=C(N/C(=C/C=C/c1ccccc1)C(=O)N1CCOCC1)c1ccccc1Cl	1	1	-8	6	0.9	3	1	9	1	-1
CC1CCc2nc(NC(=O)c3ccco3)sc2C1 (stereo not drawn)	0.1	1	-8	7	1	-4	0.9	3	1	-1
COC(=O)c1cn(NC(=O)CC2CCCCC2)c(=O)c2ccccc12	1.1	1	-8	2	0.8	3	0.9	16	0.9	-3
COCc1n[nH]c(=S)n1-c1ccccc1	1.1	1.1	-5	12	0.9	4	1.1	7	1.1	-8
O=C(CSc1nnc(-c2ccncc2)o1)Oc1ccccc1	1.1	1.1	-7	-10	0.9	-4	1	9	1	-7
Cc1occc1-c1nnc(SCC(=O)NC(C)(C)C)n1C(C)c1ccccc1 (stereo not drawn)	1	1.1	-7	1	0.9	-6	0.9	11	1	-6
COCCCn1c(Cc2ccccc2)nnc1SCC(=O)N1CCCCC1	0.9	1	14	8	1.1	-1	1.1	-6	1.1	1
CC12CCC(c3c(C(=O)O)nn(-c4ccccc4)c31)C2(C)C (stereo not drawn)	1.1	1	-8	2	0.8	-1	0.9	21	0.9	-5

Later entries.
SMILES	FLuc act counter	TNAP act hiacc	TNAP inh noacc	G6PDH counter	Diaphorase act	Efa HMGR inh	PMI activator	Diaph inh CS	PMI act hi M6P	TNAP inh hiacc
Nc1nc(N2CCN(c3ccccc3)CC2)n[nH]1	1	1	-1	24	1	-4	0.9	4	1	-1
O=C1c2cccc3cccc(c23)C(=O)N1CCc1ccccc1	0.9	1	-3	-5	0.7	2	0.9	29	0.9	1
COc1cccc(OCc2ccc(C(=O)NCC3CCCO3)cc2)c1 (stereo not drawn)	1	1.1	-9	-6	0.9	-1	1	14	1	-7
CCCC(c1nnnn1C1CCCC1)N1CCN(c2ccccc2F)CC1 (stereo not drawn)	1.1	1.1	4	8	0.9	2	1.2	12	1.2	-8
CCOC(=O)Cc1c(C)nc2c(-c3ccc(Cl)cc3)c[nH]n2c1=O	1.1	1.1	-8	4	0.9	1	1	12	1	-8
CCOc1ccc(C(=O)c2ccccc2C(=O)O)cc1OCC	1.1	1	-15	4	0.9	0	1.1	10	0.9	-5
Clc1nnc(NN=C2CCCC2)c2ccccc12	1	1	-30	4	0.7	-6	1.5	28	1.9	-1
COCCN(C(=O)c1csnn1)C(C(=O)NC1CCCCC1)c1sccc1C (stereo not drawn)	1	1.1	-3	10	1	-6	0.9	-3	1.1	-5
O=C1CC(c2nc3ccccc3[nH]2)CN1c1cccc(C(F)(F)F)c1 (stereo not drawn)	1	0.9	-2	2	0.9	-8	1	11	1	5
CC(C)(C)NS(=O)(=O)c1ccc(NC(=O)Cc2ccccc2[N+](=O)[O-])cc1	1.1	1	3	10	0.9	-1	1	11	1	1
CCSc1ncc(Cl)c(C(=O)Nc2ccccc2)n1	1	0.9	4	-17	0.9	5	0.9	6	0.9	7
Cc1ccc(NC2OC(CO)C(O)C2O)cc1[N+](=O)[O-] (stereo not drawn)	1	1	-9	7	1	-8	1	-3	1.1	0
C=CCN(CC=C)S(=O)(=O)c1ccc(NC(=S)NC(=O)Cc2ccc(OC)cc2)cc1	1	1	-1	-1	0.8	-1	0.9	16	0.9	4
NS(=O)(=O)c1cccc(NC(=O)CCSc2ccccc2Cl)c1	1.1	0.9	0	12	0.8	-5	0.9	22	0.9	8
CCC(=O)N1CCN(c2ccccc2NC(=O)Cc2ccccc2)CC1	1	1	-10	-4	1	-8	1	2	1	-4
COc1ccc(Cc2nnc(NC(=O)Cc3cccs3)s2)cc1OC	1	1	2	10	0.9	-6	1.2	12	1.2	2
O=C(NCCc1ccncc1)Nc1ccc(Cl)cc1	1	1.1	-13	-3	0.8	2	0.9	15	0.9	-5
CS(=O)(=O)Nc1ccc(C(=O)Nc2ccc3c(c2)OCO3)cc1	0.8	1.1	-21	1	0.9	0	1	9	0.9	-5
CCOC(=O)c1c(NC(=O)C2=C(C)NC(=S)NC2c2ccccc2C(F)(F)F)sc(C)c1C (stereo not drawn)	1	1	6	-7	0.8	-4	0.8	18	0.9	1
Cc1c([N+](=O)[O-])cc(C(=O)Oc2ccc(Br)cc2C(=S)N2CCCCC2)cc1[N+](=O)[O-]	1.1	1	-10	1	0.9	1	0.9	14	1	-4
CN1CCN(S(=O)(=O)c2cccs2)CC1	1	1	-4	1	1	-10	1	0	1	-1
Cc1cccc(C)c1OCC(=O)Nc1ccccc1C(F)(F)F	1	1	-12	7	0.9	-3	1	9	1.1	-4
Cc1ccc(-n2c(-c3cnccn3)n[nH]c2=S)c(Br)c1	1	1	-5	5	0.8	-4	0.9	15	1	-4
CCOC(=O)c1sc(/N=C/N(C)C)nc1C	1	1	4	10	0.9	-1	1	13	1.1	3
COc1ccccc1NC(=O)N(CCN1CCOCC1)Cc1cc2cc(C)cc(C)c2[nH]c1=O	1.1	1.1	-6	13	0.7	-3	0.9	29	0.9	-8

The list continues:
SMILES	FLuc act counter	TNAP act hiacc	TNAP inh noacc	G6PDH counter	Diaphorase act	Efa HMGR inh	PMI activator	Diaph inh CS	PMI act hi M6P	TNAP inh hiacc
O=C(CN1CCCc2ccccc21)N/N=C/c1ccc(O)cc1O	1	1	-33	-26	0.8	3	1.1	19	1.1	-1
COc1ccc(CCC(=O)NC(C)C)cc1	1	1.1	-7	3	0.9	-2	1.1	11	1	-6
Cc1cccc(S(=O)(=O)c2c(N)n(/N=C/c3ccccc3)c3nc4ccccc4nc23)c1	1.1	1	4	8	0.8	-2	0.9	16	0.9	-2
C/C(=N/NC(=O)C1CCCCC1)c1ccc([N+](=O)[O-])cc1	1	1	-9	3	1.1	-1	1	-7	1.1	-3
Cc1cccn2c(CNC3CCCc4ccccc43)c(C(=O)N3CCCCC3)nc12 (stereo not drawn)	1	1.1	-6	8	0.8	-5	0.9	17	0.9	-6
COC(=O)c1ccc(CN2CCN(CC=C(C)C)C(CCO)C2)cc1 (stereo not drawn)	1	1	-8	12	.	-3	.	.	.	-1
C#CCn1c(=NC(=O)c2sc3ccccc3c2Cl)sc2cc(S(N)(=O)=O)ccc21	1	1	-8	2	1	1	0.9	-3	1.1	4
COc1ccccc1NC(=S)N(Cc1ccc(Cl)cc1)CC1CCC(C(=O)O)CC1 (stereo not drawn)	1	1	-12	6	0.9	-2	0.9	15	1	-3
CC(=O)N1CCc2cc(S(=O)(=O)NCCC(=O)NC3CCCc4ccccc43)ccc21 (stereo not drawn)	1	1	-11	-7	1	-3	1	2	1	-1
CCN1CCCC1CNC(=O)Cn1cc2c(n1)CCC(C)C2 (stereo not drawn)	1	1	-17	-13	0.9	-4	0.9	14	0.9	-1
Cc1ccc(N2C(=O)/C(=C/c3ccco3)SC2=S)cc1	1	1	-13	-12	0.8	-2	1.1	22	0.8	2
Cc1occc1C(=O)NNC(=O)C1CCCC1	1	1.1	-6	-5	0.9	0	1	6	1	-5
Cc1ccc(Nc2nc3ccccc3s2)cc1	0.5	1	-13	-5	0.7	-7	1.1	26	1	-4
